TRPC4 block: inhibitors of mouse TRPC4 channel, primary screen, Fluo4 calcium, HEK293 TRPC4beta/mu-opioid cells; DAMGO-evoked Fluo4 calcium flux; active compounds read low; B-score at 10 µM; 300,000 compounds, 0.39% hits; AID 2247, 2010; Short transient receptor potential channel 4 (Mus musculus), Q9QUQ5;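 active means B-score over 3 SD under the library average, no early fluorescence shift, positive overall ratio signal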
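Test system – stable TRPC4beta/mu-opioid receptor HEK293 cells · Probe or stimulus – DAMGO, a submaximal dose followed by a maximal one · Dosing – one concentration per compound · Signal – Fluo4 calcium fluorescence by kinetic imaging, 5 s 1 Hz baseline · Evaluation – per-well B score of integrated baseline-normalized Fluo4 ratio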
IEC-6 cytotox: cytotoxicity in IEC-6 intestinal epithelial cells, primary screen, cytotoxicity control for KLF5 inhibitor project, cell-based, luminescence; IEC-6 cytotoxicity, luminescence viability; inhibition, % at 5 µM; 290,000 compounds, 0.78% hits; AID 1825, 2009; in the data active means inhibition above about 22%;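 further: 0% = plate median of test compound wells and 100% = cytotoxic reference compound wells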
TRPC6 inh: mouse TRPC6 channel inhibitors, primary screen, cell-based, HEK293, membrane potential dye; ACh-evoked depolarization; active compounds read low; B-score at 10 µM; 310,000 compounds, 1.1% hits;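 active means B-score under library mean minus 3 SD, initial fluorescence not abnormally high, positive integrated signal ratio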;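 further: B-score derived from integrated fluorescence ratio over the kinetic read; more negative B-score means stronger inhibition of depolarization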
Target sequence (Q61143 whole entry, looked up): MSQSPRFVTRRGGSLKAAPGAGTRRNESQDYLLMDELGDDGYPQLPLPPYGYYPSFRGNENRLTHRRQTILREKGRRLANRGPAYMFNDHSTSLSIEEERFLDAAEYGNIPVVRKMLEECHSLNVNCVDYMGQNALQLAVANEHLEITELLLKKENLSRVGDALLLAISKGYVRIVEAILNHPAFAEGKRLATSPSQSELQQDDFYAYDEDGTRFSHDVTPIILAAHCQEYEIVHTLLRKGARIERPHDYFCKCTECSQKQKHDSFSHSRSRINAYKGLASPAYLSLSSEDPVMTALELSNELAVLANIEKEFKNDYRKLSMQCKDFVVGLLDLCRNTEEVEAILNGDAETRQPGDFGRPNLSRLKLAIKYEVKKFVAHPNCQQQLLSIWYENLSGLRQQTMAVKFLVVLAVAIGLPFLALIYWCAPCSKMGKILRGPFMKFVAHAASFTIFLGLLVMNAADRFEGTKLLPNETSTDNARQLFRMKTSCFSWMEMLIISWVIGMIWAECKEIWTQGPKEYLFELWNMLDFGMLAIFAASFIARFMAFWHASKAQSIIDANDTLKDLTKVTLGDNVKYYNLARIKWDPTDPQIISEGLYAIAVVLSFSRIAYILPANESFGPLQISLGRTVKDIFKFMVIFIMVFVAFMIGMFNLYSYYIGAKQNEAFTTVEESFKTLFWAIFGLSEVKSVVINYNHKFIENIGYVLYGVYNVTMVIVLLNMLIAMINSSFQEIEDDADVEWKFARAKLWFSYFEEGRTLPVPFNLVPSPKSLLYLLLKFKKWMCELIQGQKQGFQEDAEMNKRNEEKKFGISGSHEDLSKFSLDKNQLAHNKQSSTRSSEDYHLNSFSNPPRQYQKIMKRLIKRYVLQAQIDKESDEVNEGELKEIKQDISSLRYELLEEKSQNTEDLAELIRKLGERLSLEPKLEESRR
aSyn 5UTR inh: MLPCN primary screen, SNCA 5' untranslated region; inhibition, % (tested at 7.5 µM); alpha-synuclein 5'UTR reporter, inhibitor activity; 300,000 compounds, 0.82% hits; in the data active means inhibition above about 60%;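 further: H4 neuroglioblastoma cells stably carrying SNCA 5'UTR luciferase fusion; 0% = DMSO wells and 100% = positive control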
TRPC4 potent: positive allosteric modulators of TRPC4, primary screen, cell-based, mouse TRPC4beta, HEK293 mu-opioid, Fluo-4 calcium. DAMGO EC20, Fluo-4 Ca2+ flux; active compounds read high. B-score at 10 µM. 310,000 compounds, 0.42% hits;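 active means B-score of calcium response area above 5 SD of library B-scores, with initial fluorescence ratio within 5 SD of library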;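 further: B-score of integrated fluorescence ratio over time as area under calcium response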
SKKanGAS inh: S. pyogenes SKKanGAS growth inhibitors in kanamycin, primary screen, streptokinase expression inhibitor project, SKKanGAS strain, BacTiter-Glo luminescence; 6 h; inhibition, % at 7.5 µM; 300,000 compounds, 1.3% hits; AID 1662, 2009;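 active means mean replicate score, as percent of positive control median, at least 50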;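 further: strain carries kanamycin resistance gene driven by streptokinase promoter and grows in 40 µg/ml kanamycin; loss of luminescence reflects streptokinase promoter inhibition or plain growth inhibition; 0% = median of DMSO wells and 100% = positive control at its reference dose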
TRPC6 activator: mouse TRPC6 channel activators, primary screen, cell-based, HEK293, membrane potential dye; HEK293-TRPC6 membrane potential dye fluorescence; active compounds read high; B-score at 10 µM; 310,000 compounds, 0.13% hits; AID 2550, 2010;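 active means B-score of the integrated fluorescence ratio above library mean plus 3 SD, and starting fluorescence ratio within library mean plus 5 SD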;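 further: higher score means more depolarization so channel activation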
HIF activator: HIF pathway transcriptional activators, primary screen, cell-based, U2OS HRE-luciferase, luminescence; activation, % at 7.5 µM (by protocol); U2OS HRE-luciferase reporter; normalized: DMSO 0%, desferrioxamine 100%; 300,000 compounds, 0.32% hits;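 active means mean activation of at least 10% of the iron chelator positive control signal, with at least half of replicates also reaching 10%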
TRPC4 agonist: activators of mouse TRPC4 channel, primary screen, Fluo4 calcium, HEK293 TRPC4beta/mu-opioid cells. Short transient receptor potential channel 4 (Mus musculus), Q9QUQ5. Fluo4 calcium fluorescence; active compounds read high. B-score at 10 µM. 310,000 compounds, 0.49% hits;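 active means B-score above 5 SD of library B-scores, and initial fluorescence ratio not above library mean plus 5 SD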;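 further: positive B-score marks a calcium rise read as TRPC4 activation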
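Assay system: HEK293 stable line with TRPC4beta plus mu-opioid receptor; schedule: 45 min room-temperature Fluo4 loading, 110 s read; technique: kinetic Fluo4 calcium fluorescence; evaluation: integrated baseline-normalised fluorescence ratio, converted to per-well B score; controls: buffer (low) and maximal DAMGO (high)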
KLF5 inh: KLF5 expression inhibitors, primary screen, DLD-1 cells, luminescence. 290,000 compounds, 0.23% hits. inhibition, % at 5 µM. DLD-1 KLF5 promoter-luciferase reporter. AID 1700, 2009;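 active means inhibition above a per-plate limit of that plate's mean compound inhibition plus 3 SD, cut at about 60% in these data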;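 further: 0% = DMSO wells and 100% = LY294002 at 200 µM; higher means less KLF5 promoter-driven luciferase light; inactives centre near -14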
MrgX1 antag: antagonists of human MrgX1 receptor, primary screen, HEK293 cells, Fluo-4 calcium flux | BAM8-22 antagonism; active compounds read low | B-score at 10 µM | 310,000 compounds, 1.3% hits;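 active means calcium-response B-score plate-corrected more than 3 library SD below zero, starting fluorescence within 5 deviations, no agonist response on first addition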;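 further: peak minus trough fluorescence over baseline after final BAM8-22 challenge near maximal dose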
Starred values were filed as active, the others as inactive; i = inactive; . = not tested or not shown. An unsorted share of the library. About 5.8% of those tested had a hit in this group.

SMILES	TRPC4 block	IEC-6 cytotox	TRPC6 inh	aSyn 5UTR inh	TRPC4 potent	SKKanGAS inh	TRPC6 activator	HIF activator	TRPC4 agonist	KLF5 inh	MrgX1 antag
COCCSc1nnc(NC(=O)CCS(=O)(=O)c2ccccc2)s1	i	2	i	-21	i	-1	i	0.9	i	0	i
COC(=O)Cc1csc(Nc2ccccc2Cl)n1	i	4	i	-86	i	-4	i	6.2	i	-65	i
Cc1n[nH]c(=S)n1/N=C/c1ccc(Br)o1	i	-6	i	-3	i	-2	i	0.2	i	-15	i
COc1ccccc1Oc1ncnc2c1oc1ccccc12	i	10	i	4	i	12	i	-0.2	i	-15	i
CCC1Sc2ccc(S(=O)(=O)Nc3ccc(OC)c(OC)c3)cc2NC1=O (stereo unspecified)	i	11	i	12	i	-2	i	0.4	i	-4	i
O=C(CC(C(=O)O)C1CCCO1)Nc1cccc(C(F)(F)F)c1 (stereo unspecified)	i	-5	i	9	i	3	i	-0.3	i	-12	i
O=C(Cc1ccc(Cl)cc1Cl)OCC(=O)N1CCN(C(=O)c2ccco2)CC1	i	0	i	8	i	-15	i	-0.2	i	-29	i
Nc1ccc2oc(-c3cccs3)nc2c1	i	2	i	-89	i	5	i	3.2	i	-119	i
CCCNC(=O)C(=O)c1cccn1-c1ccsc1C(=O)OC	i	-3	i	-8	i	-4	i	-29	i	-3	i
CCOC(=O)N1CCN(c2c(-c3ccccc3)c3cc(Cl)ccc3[nH]c2=O)CC1	i	-3	i	13	i	11	i	0.2	i	-25	i
Oc1ccc(C[C@@H]2CNC(=S)N2CCCCC2CCCCC2)cc1	i	1	i	-32	i	25	i	3.0	i	-26	i
COC(=O)c1ccccc1NC(=O)CC(NCc1ccccc1)C(=O)O (stereo unspecified)	i	4	i	24	i	-2	i	-0.4	i	-15	i
CCc1c(O)nc(SCC(=O)Nc2ccc(Br)cc2)n(-c2ccc(C)cc2)c1=O	i	0	i	12	i	7	i	-0.2	i	13	i
COc1ccccc1CN(C)C(=O)c1cc2ccccc2o1	i	2	i	16	i	11	i	0.1	i	-35	i
Cc1cc(Cn2nc(C(=O)NCC3CC3)cc2-c2ccccc2)on1	i	.	i	26	i	-1	i	-1.5	i	.	i
CNC(=S)N/N=C/c1c(C)c(C(=O)c2ccc(F)cc2)n2ccccc12	i	12	i	23	i	19	i	-3.2	i	-2	i
O=C(Cn1cc2c(n1)CCCC2)NC1CCCCCC1	i	5	i	-9	i	-1	i	0.2	i	-25	i
O=C(O)c1nccnc1C(=O)Nc1ccc(Cl)cn1	i	2	i	-17	i	-1	i	-0.3	i	-4	i
Cc1nn(C(=O)c2ccoc2C)c(N)c1-c1ccccc1	i	.	i	-109	i	-1	i	3.1	i	.	i
CC(=O)C1=C(C)N(Cc2ccccc2)C(=O)N[C@H]1c1ccco1	i	.	i	-2	i	0	i	0.5	i	.	i
O=C(Nc1cc(C(F)(F)F)ccc1N1CCOCC1)c1ccco1	i	1	i	8	i	-6	i	-0.4	i	18	-4.5*
CCOc1cc(C(=O)OCc2ccc(C(=O)OC)o2)cc(Br)c1OC	i	-1	i	-3	i	-4	i	-0.3	i	-3	i
COc1cc(/C=N\NC(=O)c2nonc2N)c(OC)cc1Br	i	0	i	-36	i	-16	i	1.5	i	-14	i
O=C(Nc1ccc([N+](=O)[O-])cc1)C1(c2ccccc2)CCOCC1	i	-8	i	10	i	-6	i	-0.7	i	-42	i
Cc1ccc(N2C(=O)Nc3ccccc3S2(=O)=O)cc1Cl	i	8	i	20	i	12	i	-0.8	i	-4	i
COc1ccc(NC(=O)NCCN2CCCCC2)cc1	i	1	i	2	i	3	i	2.3	i	-8	i
Cc1nn(Cc2nc(-c3cccs3)no2)c(C)c1Br	i	2	i	-3	i	0	i	0.3	i	12	i
CCOC(=O)C1C(=O)CC(C)(O)C(C(=O)OCC)C1c1cccc(OC(F)(F)C(F)F)c1 (stereo unspecified)	i	-4	i	0	i	-7	i	-0.4	i	-22	i
CC(=O)Nc1cc(NC(C)=O)c(N=Nc2ccccc2)cc1C	i	-1	i	-89	i	-6	i	1.0	i	-73	i
COCCNC(=S)N(CCc1c(C)[nH]c2ccc(OC)cc12)Cc1ccco1	i	0	i	-3	i	-2	i	-0.8	i	-6	i
CCN(C(=O)COC(=O)c1cc2ccccc2cc1O)C1CCS(=O)(=O)C1 (stereo unspecified)	i	-2	i	5	i	-7	i	1.9	i	-39	i
Cc1ccc(N(Cc2cc(=O)[nH]c3ccccc23)C(=O)CCl)c(C)c1	i	7	i	27	i	1	i	0.7	i	-40	i
COc1cc(CNCCO)cc(Br)c1OCc1ccccc1Cl	i	2	i	-21	i	2	i	-0.6	i	-11	i
Cc1ccccc1Cn1c(=O)n(CCCC(=O)NCc2ccco2)c(=O)c2ccccc21	i	4	i	22	i	-3	i	0.0	i	-6	i
CC(=O)N1CCN(C2=NC(=O)C(=C3CCCCC3)S2)CC1	i	1	i	-36	i	3	i	0.2	i	-17	i
O=c1[nH]c(SCc2ccccc2)nc2ccsc12	i	3	i	-44	i	-1	i	-0.3	i	-22	i
CCCc1nc2ccccc2c(=O)n1/N=C/c1ccccc1O	i	0	i	23	i	9	i	13*	i	1	i
C=CCOc1ccccc1CN1CCC(C(=O)Nc2cccc(-c3ccn[nH]3)c2)CC1	i	5	i	-1	i	0	i	-0.4	i	-18	i
O=C(Nc1ncccc1O)c1cccc(S(=O)(=O)N2CCCc3ccccc32)c1	i	.	i	1	i	-15	i	-0.2	i	.	i
O=C(CN1C(=O)CCC1=O)Nc1nc(-c2ccc(Cl)s2)cs1	i	-2	i	-64	i	1	i	0.5	i	-15	i
COc1cc2c(cc1OC)C(C)N(C(=O)c1cc(Cl)nc(Cl)c1)CC2 (stereo unspecified)	i	39*	i	-105	i	2	i	2.4	i	43	i
CCOC(=O)c1cc(S(=O)(=O)Nc2cccc(OC)c2)cn1C	i	8	i	-14	i	-5	i	-0.1	i	-12	i
CNc1c([N+](=O)[O-])cnn1-c1ccc(Cl)cc1Cl	i	-2	i	-3	i	5	i	-0.5	i	-42	i
CN(C)CC/C=C1\c2ccc(F)cc2Sc2cc(F)c(Cl)cc21	i	.	i	103*	i	7	i	-1.0	i	.	i
COc1ccccc1CC(=O)N1CCN(c2ccc([N+](=O)[O-])cc2)CC1	i	-4	i	-2	i	-3	i	-0.5	i	-12	i
CCN(CC)c1ccc2nc3ccccc3[n+](CC)c2c1	i	34*	i	59	i	33	i	-2.3	i	20	i
COc1ccc(Cl)c2sc(N3CCN(C(=O)C4=COCCO4)CC3)nc12	i	.	i	8	i	-8	i	0.0	i	.	i
COC(C(=O)Nc1ccnn1C1CCN(Cc2ccc(C)o2)CC1)c1ccccc1 (stereo unspecified)	i	-3	i	6	i	-2	i	-0.2	i	-18	i
Cc1cccc(OCC(=O)Nc2nonc2NC(=O)COc2cccc(C)c2)c1	i	2	i	20	i	-6	i	-0.1	i	24	i
COc1ccc2ccc3c(c2c1)N=CC1(O3)N(C)c2ccccc2C1(C)C (stereo unspecified)	i	2	i	-18	i	93*	i	-0.1	i	-15	i
Cc1cc(C)c(S(=O)(=O)c2ccccc2C)c(OCCN(C)C)n1	i	-3	i	-5	i	7	i	-1.3	i	11	i
O=C(CN1CCN(c2ccc(Cl)cc2)CC1)c1ccccc1	i	0	i	-16	i	-2	i	-7.1	i	-10	i
CCN(CC)S(=O)(=O)c1ccc(N2CCCC2)c(NS(=O)(=O)c2cccs2)c1	i	-1	i	-11	i	5	i	-0.6	i	-1	i
O=[N+]([O-])c1ccc(N2CCN(c3ccc(F)cc3)CC2)nc1	i	3	i	-8	i	-3	i	0.8	i	-15	i
COCCNC(=O)c1ccc(CS(=O)(=O)c2ccc(Cl)cc2)o1	i	7	i	-7	i	-7	i	0.0	i	1	i
Cc1ccc(/C=N/Nc2ccc(Cl)nn2)cc1	i	6	i	-151	i	-19	i	1.1	i	-62	i
CCOC(=O)c1[nH]c(C(=O)O)c(OC(=O)CC)c1C	i	-1	i	9	i	-4	i	1.4	i	-11	i
Cc1ccc(S(=O)(=O)NCCCN2CCOCC2)c(C)c1	i	-1	i	-18	i	-5	i	0.1	i	-17	i
CCOC(=O)N1CCN(C(=O)C(=O)Nc2sc3c(c2C(=O)O)CC(C)(C)OC3)CC1	i	1	i	-2	i	3	i	0.4	i	-13	i
COc1ccc(C2=Nc3ccc(C)cc3C(c3ccccc3)N2CC(=O)NN)cc1 (stereo unspecified)	i	1	i	-4	i	2	i	0.3	i	-8	i

Additional results follow.
SMILES	TRPC4 block	IEC-6 cytotox	TRPC6 inh	aSyn 5UTR inh	TRPC4 potent	SKKanGAS inh	TRPC6 activator	HIF activator	TRPC4 agonist	KLF5 inh	MrgX1 antag
Cc1cc2ccccn2c1C(=O)c1nc(NCc2ccco2)ncc1Cl	i	-3	i	3	13*	-3	i	0.6	i	-6	i
Cc1cc(C)n2nc(SCC(=O)c3cc(C)n(-c4cc(C)on4)c3C)nc2n1	i	2	i	-13	i	24	i	0.3	i	9	i
c1ccc(-n2ncc3c2ncn2cnnc32)cc1	i	1	i	-10	i	-18	i	0.1	i	-8	i
COc1ccc(N2CCN(Cc3nnnn3C3CCCCC3)CC2)cc1	i	-2	i	-3	i	1	i	-0.3	i	-35	i
NC(=O)NC(=O)COC(=O)c1sc2ccccc2c1Cl	i	0	i	13	i	-26	i	0.8	i	-8	i
O=C(Nc1nnc(S(=O)(=O)N2CCOCC2)s1)c1ccc(F)cc1	i	2	i	-9	i	1	i	0.3	i	-21	i

With a hit mark in TRPC4 potent (from the list above):
SMILES,aSyn 5UTR inh,TRPC4 potent,TRPC6 activator,KLF5 inh,MrgX1 antag
Cc1cc2ccccn2c1C(=O)c1nc(NCc2ccco2)ncc1Cl,3,13*,i,-6,i
